# Assay outcomes deposited in PubChem by several laboratories.
# IDE cell activ – boosts human insulin-degrading enzyme activity in HEK cells. 340,000 compounds, 0.073% hits. P14735. activation, % at 5.96 µM. AID 493087. FAbeta-B cleavage, fluorescence polarization; 0% vehicle, 100% cell-free pure enzyme wells;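 active means activation above the mean of all tested compounds plus 3 SD, set per screening campaign, cut at about 17% in these data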
# PHOSPHO1 block – blocks human PHOSPHO1 phosphatase activity | Q8TCT1 | 290,000 compounds, 1.1% hits | recombinant PHOSPHO1, absorbance phosphatase assay | inhibition, % at 13.3 µM; in the data active means inhibition above about 60%
# Target sequence (Q8TCT1 whole entry, looked up): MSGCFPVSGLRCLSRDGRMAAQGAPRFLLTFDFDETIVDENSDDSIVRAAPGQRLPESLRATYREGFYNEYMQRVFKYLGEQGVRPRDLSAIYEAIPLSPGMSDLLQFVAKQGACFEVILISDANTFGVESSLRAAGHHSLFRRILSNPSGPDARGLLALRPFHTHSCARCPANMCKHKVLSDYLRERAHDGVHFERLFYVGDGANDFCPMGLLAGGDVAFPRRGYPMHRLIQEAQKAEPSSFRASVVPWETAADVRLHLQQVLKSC
# IMP-1 inh – blocks Pseudomonas aeruginosa IMP-1 metallo-beta-lactamase. 290,000 compounds, 0.45% hits. inhibition, % at 5.6 µM. purified IMP-1, nitrocefin hydrolysis, epi-absorbance fluorescence;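 active means inhibition above the mean plus 3 SD of all compounds in the same screening run, cut at about 4.5% in these data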;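 further: 0% = IMP-1 with DMSO and 100% = DMSO wells lacking enzyme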
#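 System – purified recombinant IMP-1 beta-lactamase · Input – IMP-1 dispensed at 0.2 nM · Timing – 15 min preincubation plus 25 min reaction at 25 °C · Signal – Epi-absorbance fluorescence, 480 nm excitation, 530 nm emission · Measure – percent IMP-1 inhibition derived from blank-referenced optical density · Controls – Enzyme-plus-DMSO low control, enzyme-free DMSO high control · Replication – singlicate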
# pCIP destab – compounds decreasing mouse p/CIP protein stability | F442A p/CIP-EGFP cells, EGFP fluorescence, 16 h | decrease of EGFP signal, % at 10 µM | 290,000 compounds, 0.01% hits;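 active means EGFP signal decrease of at least 30% at 10 µM or well 3 SD below plate mean, unless failing retest; inactive means the rest, including hits failing retest or dose response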; further: some compounds called inactive have numbers as strong as hits; many of its hits are not listed in these tables
# DNA FID counter – displaces DNA intercalator in HCV helicase counter-screen. DNA fluorescent intercalator displacement, fluorescence. AID 1845. inhibition, % at 7.9 µM. 290,000 compounds, 0.17% hits; in the data active means inhibition above about 37%;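 further: 0% = vehicle and 100% = reference compound; higher means more ethidium bromide displaced from hairpin DNA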
# MEKK3 PB1 HTS – raises or lowers MEK5 binding to the human MEKK3 PB1 domain. bead-based flow cytometry, Alexa488-MEK5 binding to MEKK3; actives lie on both sides; 0 = blocked by unlabeled MEK5, 100 = vehicle. 290,000 compounds, 1.4% hits. binding response (% of control), % at 10 µM. Q99759. AID 1529;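 active means binding response more than 3 SD above or below the average of its plate-row segment, actives on both sides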;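 further: Alexa488 bead fluorescence after subtracting the streptavidin-only scavenger bead signal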
# Target sequence (Q99759 whole entry, looked up, the tested form may be a part): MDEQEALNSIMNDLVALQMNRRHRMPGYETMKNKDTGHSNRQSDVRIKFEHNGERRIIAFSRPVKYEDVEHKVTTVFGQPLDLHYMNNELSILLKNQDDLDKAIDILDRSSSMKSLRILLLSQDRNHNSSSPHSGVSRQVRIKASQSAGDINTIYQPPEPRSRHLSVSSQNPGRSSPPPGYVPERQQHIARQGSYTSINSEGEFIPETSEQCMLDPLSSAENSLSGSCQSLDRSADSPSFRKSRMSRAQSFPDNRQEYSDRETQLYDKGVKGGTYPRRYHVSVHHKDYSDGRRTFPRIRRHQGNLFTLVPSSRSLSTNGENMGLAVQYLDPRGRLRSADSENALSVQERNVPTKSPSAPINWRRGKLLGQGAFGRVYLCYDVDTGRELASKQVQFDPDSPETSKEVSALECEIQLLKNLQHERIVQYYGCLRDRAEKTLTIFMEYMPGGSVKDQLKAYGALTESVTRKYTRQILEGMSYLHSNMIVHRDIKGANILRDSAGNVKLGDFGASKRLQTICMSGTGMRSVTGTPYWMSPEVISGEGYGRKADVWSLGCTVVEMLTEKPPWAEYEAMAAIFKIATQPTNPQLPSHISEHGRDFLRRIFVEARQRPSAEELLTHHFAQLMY
# NS3 helicase inh – blocks Hepatitis C virus NS3 helicase unwinding | NS3 helicase DNA unwinding, Cy5 molecular beacon fluorescence | inhibition, % at 10.9 µM | 290,000 compounds, 0.56% hits | AID 1800;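 active means inhibition above the mean of all tested compounds plus 3 SD, set per campaign, cut at about 35% in these data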;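 further: 0% = DMSO wells and 100% = thioflavine S control wells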
#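 Assay system – hepatitis C virus NS3 helicase domain fragment enzyme · Buffer or medium – MOPS pH 6.5, MgCl2, DTT, Tween20, BSA · Reagent – Cy5/quencher beacon DNA duplex and ATP to start · Compound – single 10.9 µM dose · Timing – 1 h at 25 °C · Technique – Cy5 beacon fluorescence read at start and 1 h · Measure – % inhibition of unwinding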
# SUMO HTRF inh – inhibitors of human SUMOylation (UBC9); HTRF SUMOylation assay, SAE1/SAE2 + UBC9, in vitro; inhibition, % at 35 µM; 290,000 compounds, 0.36% hits; AID 2006; in the data active means inhibition above about 50%, passing the limit was not always enough; further: strong numbers were not always called active
# Target sequence (P63279 whole entry, looked up): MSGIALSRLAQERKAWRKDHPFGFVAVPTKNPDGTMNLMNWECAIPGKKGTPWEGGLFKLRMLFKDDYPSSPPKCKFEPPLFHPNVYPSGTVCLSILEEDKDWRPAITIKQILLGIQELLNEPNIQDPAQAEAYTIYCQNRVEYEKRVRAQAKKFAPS
# VIM-2 inhibitor – blocks Pseudomonas aeruginosa VIM-2 metallo-beta-lactamase; AID 1527; 290,000 compounds, 0.89% hits; inhibition, % at 5.6 µM; purified VIM-2, nitrocefin hydrolysis, epi-absorbance fluorescence;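 active means inhibition above the mean of all tested compounds plus 3 SD, cutoff set per screening run, cut at about 7.5% in these data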;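 further: red hydrolysis product quenches plate fluorescence so inhibitors raise well fluorescence; 0% = enzyme with DMSO and 100% = DMSO without enzyme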
# Active calls of the source: *; . = no result given. The list is partial, so the mix of outcomes need not match the whole.
SMILES,IDE cell activ,PHOSPHO1 block,IMP-1 inh,pCIP destab,DNA FID counter,MEKK3 PB1 HTS,NS3 helicase inh,SUMO HTRF inh,VIM-2 inhibitor
COC(=O)c1ccc(NC(=S)NCCc2ccc(OC)cc2)cc1,6,51,-2.5,-19,-7,100,-3,1,-0.7
Cc1c(NC(=O)Nc2ccc3c(c2)OCO3)c(=O)n(-c2ccccc2)n1C,3,18,-1.7,-1,-1,110,4,-2,-2.5
COc1ccc(C)cc1N(C(=O)COc1ccccc1)c1nc2ccccc2s1,1,-2,-0.7,5,-3,96,4,-15,-2.6
COc1ccccc1C(=O)c1cc2ccc(O)cc2oc1=O,-5,-7,0.7,-2,-5,81,12,4,-0.5
O=S(=O)(CCc1nc2ccccc2s1)c1ccc(Cl)cc1,7,13,-5.7,-6,-7,99,4,0,-3.4
CCN1CCC(NC(=O)Nc2cc(Cl)ccc2OC)CC1,8,4,-1.4,-4,7,95,-5,5,0.5
CCC1CCCCN1CCCNC(=O)c1csc2c1CCCCC2 (stereo not given),4,12,-2.6,3,3,101,-20,3,-4.3
O=C(CN(Cc1ccccc1F)C(=O)Cn1nnc(-c2cccs2)n1)NC1CCCCC1,0,10,-2.5,0,-3,96,4,-5,-2.2
CCCCCCCCn1c(=O)c(C(=O)OCC)c(O)c2ccccc21,-1,3,-1.2,-9,-7,99,12,-9,-1.0
CC(=O)Nc1ccc(-c2csc(NC(=O)C3CCN(S(=O)(=O)c4cccs4)CC3)n2)cc1,5,-17,-0.9,-2,-13,100,2,21,-3.6
CS(=O)(=O)Nc1ccc(C(=O)Nc2ccccc2-c2ccccc2)cc1,4,36,-1.3,-3,-13,104,1,23,-2.2
O=C(NNS(=O)(=O)c1ccccc1)c1ccc(F)cc1,-2,8,-4.2,-8,9,101,22,5,0.4
CC1Sc2ccc(S(=O)(=O)NCCc3ccc(S(N)(=O)=O)cc3)cc2NC1=O (stereo not given),0,12,-0.5,-8,-8,96,-8,20,-1.6
Cc1c(NC(=O)C2(c3ccccc3)CCCC2)c(=O)n(-c2ccccc2)n1C,6,16,0.4,2,-7,.,-7,23,-2.9
COc1cc(CC(=O)Nc2cccc(C(F)(F)F)c2)cc(OC)c1OC,-1,10,-1.3,-4,-17,99,-1,3,-6.0
COc1ccc(/C=C(\NC(=O)c2ccc([N+](=O)[O-])cc2)C(=O)NCCN2CCOCC2)cc1,3,22,0.1,5,15,99,1,3,-0.6
COc1cccc(NC(=O)COc2ccccc2)c1,3,30,-3.9,-6,-7,106,1,20,-1.7
COc1ccc(C(=O)NC(=S)Nc2ccccc2[N+](=O)[O-])cc1OC,6,-20,0.0,5,-2,107,-1,-1,-2.4
Cc1ccc(NS(=O)(=O)c2ccc(C(=O)OCC(=O)NCC3CCCO3)cc2)cc1 (stereo not given),3,-75,-2.5,2,-23,102,0,-2,-2.8
CCC(=O)N1CCN(c2ccc(NC(=S)NC(=O)c3cc4ccccc4o3)cc2)CC1,-2,51,0.4,-22,-36,98,9,-15,0.3
Cc1cccc2cc(CN(CC3CCCO3)C(=O)c3cccnc3)c3nnnn3c12 (stereo not given),4,-24,1.0,6,-8,96,-3,-28,-0.1
CC(=O)Nc1ccc(S(=O)(=O)N(CCc2ccccc2)CC(=O)N/N=C/c2ccc(C(=O)O)cc2)cc1,-5,39,-0.6,-8,-21,102,17,-11,-1.3
COc1ccccc1N1CC(C)C(=O)NC1=S (stereo not given),8,-4,-3.3,13,-3,107,1,-27,-1.6
CCOCCCn1c(=S)[nH]c2cc(C(=O)NCCOC)ccc2c1=O,-1,14,-4.4,-5,-11,94,12,0,-2.9
COc1cc2c(cc1OC)C(CC#N)=NC(C)(C)C2,5,14,-3.3,14,-7,105,-1,1,0.2
O=C(Cc1ccccc1)c1ccc(Cl)cc1,4,13,-2.9,-5,-2,96,-5,3,-1.2
Cc1onc(-c2c(F)cccc2Cl)c1C(=O)NC(C)c1ccccc1 (stereo not given),3,40,0.4,-17,-12,105,-15,5,-1.2
Cc1cccc(NC(=O)Nc2cnccn2)c1,-1,6,-2.8,-1,0,100,17,5,-3.3
CCOc1ccc(N2C(=O)S/C(=C\c3cc(OC)c(OC)c(OC)c3)C2=O)cc1,.,3,-1.9,2,3,96,11,-2,-0.2
COc1ccc(NCc2nc3ccccc3n2CCOc2ccc(C)cc2)cc1,2,7,-6.0,-3,-3,109,-33,-6,-3.2
CCCc1nnc(NC(=O)c2c(O)c3c([nH]c2=O)CCCC3)s1,0,17,.,-3,.,101,.,20,.
Cc1ccc(C2CC(c3cccs3)n3nc(N)nc3N2)cc1 (stereo not given),1,11,-1.9,-6,-6,100,-9,13,2.2
Oc1ccccc1-c1cc(C(F)(F)C(F)F)nc(-c2ccccc2)n1,3,4,-0.4,4,2,100,5,-12,0.3
C/C=C/C=[N+](\[O-])C(C)/C(=N/O)c1ccc(F)cc1 (stereo not given),5,4,-3.2,-5,-1,101,5,22,-1.3
CCCc1ccc(C(=O)O/N=C(\N)c2ccccn2)cc1,7,35,-4.9,4,-21,101,-1,4,-3.5
Cc1cc(C)n(CC(=O)Nc2cccc(C(F)(F)F)c2)n1,-3,-3,-0.9,13,-3,99,-4,12,-1.3
Cc1ccc(N2CCN(C(=O)N3CCCC3)CC2)cc1Cl,9,0,-3.5,-3,-28,108,-4,6,-1.1
O=C(O)c1ccc(Cl)c(S(=O)(=O)N2CCC(Cc3ccccc3)CC2)c1,4,16,-2.1,-3,-3,102,-14,11,-0.6
CCN=C1S/C(=C\c2sccc2C)C(=O)N1CC,4,7,-1.9,-7,0,108,5,-20,-2.7
Cc1ccc(N(CC(=O)N2CCOCC2)S(=O)(=O)c2ccccc2)cc1,5,20,-3.7,0,-15,102,15,18,-5.1
O=C(C1=C(O)C(=O)N(CCOCCO)C1c1cccc([N+](=O)[O-])c1)c1cccs1 (stereo not given),7,28,-1.8,-1,0,90,18,7,-2.4
CN1CCSc2ccc(C(=O)NCc3ccccc3)cc21,-2,23,-2.3,-4,-18,101,-5,36,-2.9
CC(=O)Nc1ccc(-c2ccc(NC(C)=O)c(O)c2)cc1O,9,20,-2.5,-10,-1,96,-2,10,4.0
CC(C(=O)N1CCOCC1)N1C(=O)c2cccc3cccc(c23)C1=O (stereo not given),1,44,-1.7,-12,-3,109,-1,7,-1.6
O=C(Cc1ccccc1)NCC(=O)N/N=C/c1cccs1,3,24,-0.3,-2,-4,100,-2,16,0.5

# Complete entries as entered above.
# CCN=C1S/C(=C\c2sccc2C)C(=O)N1CC across the screens: IDE cell activ: 4; PHOSPHO1 block: 7; IMP-1 inh: -1.9; pCIP destab: -7; DNA FID counter: 0; MEKK3 PB1 HTS: 108; NS3 helicase inh: 5; SUMO HTRF inh: -20; VIM-2 inhibitor: -2.7
# Cc1ccc(N2CCN(C(=O)N3CCCC3)CC2)cc1Cl across the screens: IDE cell activ: 9; PHOSPHO1 block: 0; IMP-1 inh: -3.5; pCIP destab: -3; DNA FID counter: -28; MEKK3 PB1 HTS: 108; NS3 helicase inh: -4; SUMO HTRF inh: 6; VIM-2 inhibitor: -1.1

# Two entries from above in another layout:
SMILES	IDE cell activ	PHOSPHO1 block	IMP-1 inh	pCIP destab	DNA FID counter	MEKK3 PB1 HTS	NS3 helicase inh	SUMO HTRF inh	VIM-2 inhibitor
CCCc1ccc(C(=O)O/N=C(\N)c2ccccn2)cc1	7	35	-4.9	4	-21	101	-1	4	-3.5
Cc1cc(C)n(CC(=O)Nc2cccc(C(F)(F)F)c2)n1	-3	-3	-0.9	13	-3	99	-4	12	-1.3

# The results go on.
SMILES,IDE cell activ,PHOSPHO1 block,IMP-1 inh,pCIP destab,DNA FID counter,MEKK3 PB1 HTS,NS3 helicase inh,SUMO HTRF inh,VIM-2 inhibitor
COc1ccc(C(=O)c2ccc(OC)cc2OC)cc1,2,27,-1.5,-7,-11,102,-2,8,-0.5
O=c1cc2c(n[nH]1)-c1ccccc1CC2,-1,7,-2.3,13,-6,95,-1,-19,-0.9
N#CC(c1ccccc1)c1ccc(=O)[nH]n1 (stereo not given),2,12,0.0,7,-3,92,-1,3,-0.4
COc1ccccc1NC(=S)NCc1ccccc1Cl,8,.,-1.1,-31,-12,106,-15,15,-1.0
O=C(CC1C(=O)NCCN1Cc1cccc(Oc2ccccc2)c1)NCCn1cccn1 (stereo not given),-1,34,-3.5,-3,-36,99,-5,0,-4.6
O=C(Nc1ccccc1)c1cccc(C(=O)Nc2ccccc2)n1,8,14,-1.3,18,-9,106,4,24,-1.3
C[N+]1(CC2COC3(CCCCC3)O2)CCCC1 (stereo not given),3,-2,-3.5,-4,-4,93,-15,22,-2.4
COc1ccc(S(=O)(=O)Nc2cccc(-c3ccc(N4CCCCCC4)nn3)c2)c(OC)c1,5,17,-1.3,3,-29,95,-12,-4,-1.2
COc1ccc(C(=O)C2CCCN(C(=O)Cc3c(C)noc3C)C2)cc1OC (stereo not given),4,40,-2.7,6,-18,110,5,19,-1.3
Cc1cc(C)n2nc(C(=O)Nc3ccc4c(c3)OCO4)cc2n1,6,16,4.7*,-5,-9,99,-4,21,0.5
CC(CCn1cccn1)NC(=O)c1cc(COc2ccc(F)cc2Cl)on1 (stereo not given),6,1,-0.7,-17,-23,96,2,12,2.5
Cc1ccccc1C(=O)Nc1nncs1,4,8,-3.5,-3,-1,99,7,15,0.3
N/C(=N\OC(=O)Oc1ccccc1)c1ccc(Cl)cc1,-1,9,-1.5,-19,1,101,-4,2,-2.0
O=C(O)CC1(CC(=O)Nc2ccc(F)c(Cl)c2)CCCCC1,.,34,-1.0,-9,-26,99,12,21,-1.6
COC(=O)C(Cc1ccccc1)NS(=O)(=O)c1ccc(F)cc1Br (stereo not given),4,13,.,3,.,100,.,6,.
Cc1ccc(Oc2cnn(-c3ccccc3)c(=O)c2Br)cc1,2,17,0.1,0,-14,72,4,2,1.1
Cc1cccc(NC(=O)c2nc[nH]c2C(=O)N[C@@H](CC(C)C)C(=O)OC(C)(C)C)c1,1,-8,.,-9,.,95,.,-17,.
COc1ccccc1OCc1ccc(C(=O)Nc2cc(OC)c(OC)c(OC)c2)o1,0,24,-0.2,-1,-38,105,3,0,-1.2
O=C(/C=C/c1c(F)cccc1Cl)Nc1ccncc1,1,-14,2.6,-1,9,87,-2,12,0.4
Cc1nn(Cc2ccc(Cl)c(Cl)c2)c(C)c1NC(=O)c1cc(C2CC2)on1,3,26,-4.9,-18,-23,105,-1,-5,-2.1
Cc1cccc(N2CCN(CCCNC(=O)c3ccc(NC(=O)C4=CSCCO4)cc3)CC2C)c1 (stereo not given),3,26,-1.5,-7,16,99,-23,2,-0.3
COc1ccc(OCCn2c(=O)sc3ccccc32)cc1,-2,-21,-3.0,-6,-16,107,16,-5,-1.1
CCOC(=O)c1cnn(-c2ccccc2)c1NC(=O)CN1CCCCC1,7,12,-2.3,4,-2,101,1,-6,-2.1
O=C(C1=C[C@H](c2ccc3c(c2)OCO3)C[C@H](OCCCCO)O1)N1CCN(Cc2ccccc2)CC1,-10,28,1.9,-16,-24,87,-5,4,0.7
O=C(C1CCN(C2CCN(CC3CC=CCC3)CC2)CC1)N1CCOCC1 (stereo not given),4,4,-3.0,2,5,106,1,12,-3.6
